GPR55 LPI antagonism – GPR55 antagonists blocking LPI-driven arrestin recruitment, primary screen, imaging, U2OS, beta-arrestin-GFP, LPI agonist (AID 2013). 290,000 compounds, 0.13% hits. U2OS GPR55 beta-arrestin-GFP translocation imaging, LPI antagonism; higher % means a stronger effect. inhibition, % at 10 µM, or IC50 in µM where a hit was titrated;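 active = spots per cell inhibited over 60%, with over 100 cells counted and total cytoplasm intensity under 500,000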;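 also: U2OS cells stably carrying GPR55 and arrestin-GFP stimulated by 5 µM LPI near EC80; imaged beta-arrestin-GFP aggregate spots per cell after agonist stimulation; plate controls were LPI-stimulated DMSO wells for no effect and DMSO wells without LPI for full effect; some results filed as inactive read as strong as hits; confirmed hits need IC50 under 10 µM and bright autofluorescent wells are also inconclusive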
GPR35 antagonists – GPR35 antagonists blocking zaprinast-driven arrestin recruitment, primary screen, imaging, U2OS, beta-arrestin-GFP, zaprinast agonist (AID 2058). U2OS GPR35 beta-arrestin-GFP translocation imaging, zaprinast antagonism; higher % means a stronger effect. inhibition, % at 10 µM, or IC50 in µM where a hit was titrated. 290,000 compounds, 0.052% hits;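 active = inhibition of at least 50% with at least 30 cells and total cytoplasm GFP at most 10,000,000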
KOR beta-arrestin-1 – KOR antagonists, beta-arrestin recruitment, cell-based, luminescence, uHTS (AID 1778); Kappa-type opioid receptor (Homo sapiens); KOR beta-arrestin recruitment, luminescence, antagonist mode; higher % means a stronger effect; 290,000 compounds, 0.091% hits; inhibition, % at 10 µM, or IC50 in µM where a hit was titrated; also: strong numbers were not always called active
KOR beta-arrestin-2 – KOR agonists, beta-arrestin recruitment, primary screen, cell-based, luminescence, uHTS (AID 1777) | Kappa-type opioid receptor (Homo sapiens) | KOR beta-arrestin recruitment, luminescence; higher % means a stronger effect | activation, % at 10 µM, or EC50 in µM where a hit was titrated | 280,000 compounds, 0.02% hits; in the data active = activation above about 50%, passing the limit was not always enough; also: a part of the inactive calls stands beside numbers as strong as those of hits
NOD2 inhibition – NOD2 signaling inhibitors, cell-based, luminescence, uHTS, HEK293 (AID 1566); HEK293 NOD2/NF-kB luciferase reporter, luminescence; higher % means a stronger effect; inhibition, % at 4 µM, or EC50 in µM where a hit was titrated; 290,000 compounds, 0.63% hits; also: many of its hits are not listed in these tables
Myeloid diff MLP – induction of myeloid progenitor differentiation, primary screen, cell-based, flow cytometry, MLPCN library; ER-HoxA9 myeloid progenitors, lysozyme-GFP differentiation; calls only at 10 µM; 360,000 compounds, 1% hits;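 active = normalized GFP-positive differentiation at or above the plate's own cutoff, the solvent-only control mean plus 3 SD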;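 also: cells exposed to compound for four days before flow analysis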
NOD1 NF-kB reporter – NOD1 signaling inhibitors, primary screen, cell-based, luminescence, uHTS (AID 1578); NOD1-driven NF-kB luciferase reporter cells, luminescence; higher % means a stronger effect; inhibition, % at 4 µM; hits with a dose series show EC50 in µM; 290,000 compounds, 1% hits; in the data active = inhibition mostly above about 36%, no sharp cut-off; inactive = mostly below about 34%;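 also: HEK-293T reporter cells stimulated with the NOD1 agonist gamma-tri-DAP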
GPR55 activation – GPR55 agonists via beta-arrestin recruitment, primary screen, imaging, U2OS cells, beta-arrestin-GFP redistribution (AID 1961). G-protein coupled receptor 55 (Homo sapiens). U2OS GPR55 beta-arrestin-GFP redistribution imaging; higher % means a stronger effect. activation, % at 10 µM; hits with a dose series show EC50 in µM. 290,000 compounds, 0.048% hits;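 active = activation above 40% with more than 50 cells counted in the well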;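 also: U2OS osteosarcoma cells stably expressing GPR55 and beta-arrestin-GFP; plate controls were DMSO negative control for no effect and LPI positive control for full effect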
HIV fusion peptide – inhibitors of HIV fusion peptide binding, primary screen, biochemical, uHTS, fluorescence dequenching (AID 1986); cell-free peptide binding, fluorescence dequenching, 30 min; higher % means a stronger effect; one-dose inhibition, % at 20 µM; IC50 in µM for titrated hits; 290,000 compounds, 0.3% hits; in the data active = inhibition mostly above about 52%, no sharp cut-off; inactive = mostly below about 76%; also: some results filed as inactive read as strong as hits
Myeloid diff MLP GFP+ MAC1+ % – recorded beside Myeloid diff MLP, whose call it bears; GFP+ MAC1+ double positive, %; measured here: differentiation confirmed by MAC1 staining
* marks the source's active call; other numbers are inactive results; i = inactive; x = not tested or not shown; [ ] = another dose, or the depositor's remark. Rule as the data show it, unless noted: active = inhibition above about 50%; inactive = the rest. Not all compounds are listed. The share of hits here may be higher or lower than overall.

SMILES | GPR55 LPI antagonism | GPR35 antagonists | KOR beta-arrestin-1 | KOR beta-arrestin-2 | NOD2 inhibition | Myeloid diff MLP | Myeloid diff MLP GFP+ MAC1+ % | NOD1 NF-kB reporter | GPR55 activation | HIV fusion peptide
COCCNc1nc2c(c(=O)n(C)c(=O)n2C)n1Cc1cccc(C(F)(F)F)c1 | 6% | -15% | 4% | 0.4% | -4% | x | x | -26% | -0.5% | 0.0%
NS(=O)(=O)c1ccc(Cl)c(C(=O)Nc2ccccc2[N+](=O)[O-])c1 | 3% | 32% | 7% | -0.6% | 26% | i | 0.2 | -25% | -0.1% | -0.4%
c1ccc(CN2OCC3Cn4c(nc5ccccc54)C32)cc1 (centres undefined) | 10% | -7% | 25% | -2.6% | 14% | i | 3.4 | 0% | -0.2% | -0.8%
O=C(CCn1c(=O)oc2ccccc21)NCc1ccco1 | -5% | -4% | -7%[20 µM] | -2.3% | 24% | i | 4.1 | -5% | 0.7% | -0.6%
O=C(CCc1ccccc1)NCc1cccnc1 | 15% | 3% | -28% | 4.7% | 10% | i | 0.6 | 11% | 0.2% | 2.7%
COc1ccc(-c2noc(N3CCC(C(=O)NCCCN4CCCCC4)CC3)n2)cc1 | -8% | -2% | 15%[20 µM] | -4.6% | 12% | i | 1.2 | 4% | -0.1% | 0.5%
CC(=O)c1ccc(NC(=O)C2CCCN(S(=O)(=O)c3c(C)[nH]c(=O)[nH]c3=O)C2)cc1 (centres undefined) | 14% | 4% | 12% | -2.0% | 11% | i | 0.2 | -37% | 0.0% | 6.5%
CCN1CCCC1CNC(=O)CN(C)S(=O)(=O)c1ccc(Cl)cc1 (centres undefined) | -11% | -5% | -6% | -5.4% | 2% | i | 0.6 | -13% | -0.2% | -0.3%
CSc1ccc(C(=O)C2CCCN(Cc3cccc4nccnc34)C2)cc1 (centres undefined) | -1% | -10% | -32% | 5.4% | -4% | i | 0.2 | -6% | 0.4% | -1.0%
CCCS(=O)(=O)N1CCN(C(=O)c2cccs2)CC1 | 10% | -11% | -25% | -1.1% | 5% | i | 1.9 | -9% | -0.2% | 0.8%
COc1ccc(-c2csc(NC(=O)CN3C(=O)C4CC=CCC4C3=O)n2)cc1OC (centres undefined) | 12% | 4% | -20% | 5.6% | 10% | i | 1.1 | -29% | 0.2% | 0.9%
O=C1c2ccccc2C2NC(=O)C3(CCCCC3)N12 (centres undefined) | 14% | -4% | 3% | 2.7% | 23% | i | 0.6 | -2% | -0.2% | -2.2%
CCc1nnc(NS(=O)(=O)c2ccc(NC(=O)/C=C/C(=O)O)cc2)s1 | 7% | -10% | 4% | -0.2% | 6% | i | 0.6 | -33% | 0.2% | 5.4%
Cc1ccccc1C(=O)N/N=C/c1ccsc1C | -6% | 8% | 24% | -2.5% | -44% | i | 1.7 | -46% | -0.1% | -1.4%
Cc1cc2ncn(-c3ncnc4sc5c(c34)CCC(C)C5)c2cc1C (centres undefined) | 56% | 25% | 19% | -2.0% | 11% | i | 5.8 | 5% | -0.1% | -1.4%
COc1ccccc1C1C(C#N)=C(N)Oc2c1c(-c1ccccc1)nn2-c1ccccc1 (centres undefined) | 96%* | -4% | -42% | 3.9% | 3% | i | 0.9 | 36% | -0.2% | 31%
COc1ccc(OCC(=O)Nc2nnc(S(=O)(=O)N3CCCCCC3)s2)cc1 | -1% | -12% | -28%[20 µM] | -0.6% | 13% | i | 2.2 | -13% | 0.3% | 3.0%
COc1ccc2cc3cc(C(=O)Nc4ccc5c(c4)OCCO5)oc3nc2c1 | 23% | 9% | -47% | 2.5% | -3% | i | 1.3 | -78% | 0.0% | 1.9%
CC1CC(c2ccccc2)=Nc2ccccc2N1 (centres undefined) | 1% | -6% | 7%[20 µM] | 1.6% | 0% | i | 0.6 | -8% | -0.2% | -1.1%
O=C(Nc1ccccc1N1CCN(C(=O)c2ccccc2)CC1)c1cc2ccccc2o1 | 11% | -7% | 34% | -2.1% | 9% | i | 1.3 | -10% | -0.3% | -1.8%

Exported with two lines to a compound: 3 of the compounds above.
Fields – GPR55 LPI antagonism, GPR35 antagonists, KOR beta-arrestin-1, KOR beta-arrestin-2, NOD2 inhibition, Myeloid diff MLP, Myeloid diff MLP GFP+ MAC1+ %, NOD1 NF-kB reporter, GPR55 activation, HIV fusion peptide
- COc1ccccc1C1C(C#N)=C(N)Oc2c1c(-c1ccccc1)nn2-c1ccccc1 (centres undefined)
→ 96%*, -4%, -42%, 3.9%, 3%, i, 0.9, 36%, -0.2%, 31%
- CSc1ccc(C(=O)C2CCCN(Cc3cccc4nccnc34)C2)cc1 (centres undefined)
→ -1%, -10%, -32%, 5.4%, -4%, i, 0.2, -6%, 0.4%, -1.0%
- COc1ccc(-c2csc(NC(=O)CN3C(=O)C4CC=CCC4C3=O)n2)cc1OC (centres undefined)
→ 12%, 4%, -20%, 5.6%, 10%, i, 1.1, -29%, 0.2%, 0.9%

(next part)
SMILES | GPR55 LPI antagonism | GPR35 antagonists | KOR beta-arrestin-1 | KOR beta-arrestin-2 | NOD2 inhibition | Myeloid diff MLP | Myeloid diff MLP GFP+ MAC1+ % | NOD1 NF-kB reporter | GPR55 activation | HIV fusion peptide
Cc1cc(NC(=O)CN2CCN(S(=O)(=O)c3ccc(Cl)cc3)CC2)no1 | 20% | -4% | 26% | -2.9% | 1% | i | 4.2 | -8% | 0.0% | 0.3%
COc1ccc(-c2ncn(CCC#N)c2[N+](=O)[O-])cc1 | 1% | -3% | -44% | 4.4% | 6% | i | 0.3 | 13% | -0.2% | 1.2%
O=C1CCCCCN1Cc1ccccc1 | 15% | -9% | 0% | 2.5% | -15% | i | 0.6 | -39% | -0.1% | -3.6%
CCCOc1ccc(C(=O)OCC(=O)c2c(N)n(C)c(=O)n(C)c2=O)cc1OC | -23% | 1% | -7% | -0.7% | 14% | i | 0.1 | -10% | 0.1% | -1.2%
COc1cc(C)ccc1OCc1cc(C(=O)N2C[C@H]3CC[C@H]2C3)no1 | 1% | -5% | -22% | 3.5% | -6% | i | 0.3 | -34% | -0.1% | -0.8%
C=CCOc1ccccc1CN1CCC(n2nccc2NC(=O)c2ccccc2)CC1 | 5% | 13% | -35% | -0.5% | 3% | i | 0.0 | -19% | 0.2% | 0.4%
Cc1nc2nc(SCC(N)=O)[nH]c2cc1Br | -17% | 4% | 11% | 3.4% | -10% | i | 0.3 | -6% | -0.1% | 0.1%
Cc1nc(SCC(=O)O)c(C#N)c(-c2ccco2)c1C(=O)N(C)C | 10% | -2% | 12% | 1.0% | 15% | i | 0.3 | -3% | 0.2% | -2.3%
Cc1cc(Oc2nc3c(C)cccn3c(=O)c2/C=C(\C#N)S(=O)(=O)c2ccccc2)ccc1Cl | 5% | -6% | 14% | -0.5% | 27% | i | 0.5 | 27% | -0.1% | 5.1%
O=C(CSc1ncnc2c(-c3ccc(Cl)cc3)nsc12)c1ccccc1 | 11% | 16% | 42% | -5.4% | 14% | i | 1.1 | 11% | -0.2% | 1.2%
CC(=O)O[C@]1(C(C)=O)CC[C@H]2[C@@H]3C=CC4=CC(=O)C=C[C@]4(C)[C@H]3CC[C@@]21C | 0% | 3% | -14% | 1.7% | x | i | 0.7 | x | 0.0% | -2.0%
COCCCN1C(=O)C(=O)/C(=C(/O)c2ccc(S(=O)(=O)N3CCOCC3)cc2)C1c1ccc(F)cc1 (centres undefined) | 10% | 12% | 0% | -0.9% | 10% | i | 0.4 | -11% | -0.1% | 1.8%
CCOC(=O)N1CCc2c(sc3c2C(=O)NC(c2ccccc2)N3)C1 (centres undefined) | -28% | 5% | -14% | -0.5% | 0% | i | 0.8 | -20% | -0.1% | -3.0%
COc1ccc2c(c1)SCC/C2=C\CN1C(=O)CCC1=O | -13% | 0% | 12% | 1.5% | 10% | i | 0.0 | -28% | -0.1% | 1.7%
CC(C)COC(=O)c1ccc2c(c1O)C(=O)c1ccccc1C2=O | 6% | -15% | -35% | 45% | -87% | i | 1.2 | -15% | 1.4% | -4.1%
CCn1c(=O)cc(OCC(=O)NCCCN2CCC(C)CC2)c2ccccc21 | -9% | -11% | -6% | -5.6% | 10% | i | 0.8 | -54% | -0.1% | 3.4%
O=C(CNC(=O)c1ccccc1F)OCC(=O)N1CCCc2ccccc21 | -5% | 5% | -26% | -3.1% | 3% | i | 0.7 | -17% | 1.4% | 1.0%
COc1ccc(-c2nc(C)ncc2-c2ccccc2)c(O)c1 | 1% | -3% | -20% | 0.8% | 3% | i | 0.2 | -5% | 0.3% | -1.3%
CC(=O)Nc1ccc(/C=N/Nc2nncc3ccccc23)cc1 | 4% | -3% | -27% | 3.2% | -67% | i | 0.8 | -14% | -0.1% | -1.3%
S=C(NCc1ccc(Cl)c(Cl)c1)Nc1ccc2c(c1)OCO2 | 2% | 2% | 9% | 5.5% | -15% | i | 0.8 | -13% | -0.1% | 2.7%
CCOc1ncccc1C(=O)NNC(=O)c1cccc(S(=O)(=O)Nc2ccc(OC)cc2)c1 | 10% | -4% | 36% | 4.5% | 20% | i | 0.6 | -16% | 0.0% | 1.2%
Nc1nonc1N/N=C\c1ccccc1 | 8% | 15% | 13% | 0.0% | 2% | i | 0.8 | 4% | 0.5% | -0.5%
N#Cc1cc2cc3ccccc3nc2n2c(=O)c3ccccc3nc12 | 31% | 0% | -4% | -5.4% | 11% | i | 0.1 | -29% | 12% | 145%
COc1ccc2cc(C(=O)C3CCCN(C(=O)c4cncs4)C3)ccc2c1 (centres undefined) | 12% | 5% | -8% | -0.1% | -3% | i | 1.2 | -22% | 0.0% | -0.4%
CCCCn1nnc(NC(=O)c2ccco2)n1 | -1% | -7% | -20% | -0.2% | -10% | i | 0.6 | -16% | -0.2% | -1.1%
CCOC(=O)C1CCN(S(=O)(=O)c2ccc3c(c2)NC(=O)C(C)S3)CC1 (centres undefined) | -10% | 2% | -1% | 7.2% | 36% | i | 1.7 | 6% | -0.2% | -1.8%
COCCCNC(=S)N/N=C/c1ccc2ccccc2c1 | -7% | 6% | 8% | -2.9% | 14% | i | 0.4 | -3% | -0.2% | 0.4%

Among those listed so far, 2 have an NH in an aromatic ring:
SMILES | GPR55 LPI antagonism | GPR35 antagonists | KOR beta-arrestin-1 | KOR beta-arrestin-2 | NOD2 inhibition | Myeloid diff MLP | Myeloid diff MLP GFP+ MAC1+ % | NOD1 NF-kB reporter | GPR55 activation | HIV fusion peptide
CC(=O)c1ccc(NC(=O)C2CCCN(S(=O)(=O)c3c(C)[nH]c(=O)[nH]c3=O)C2)cc1 (centres undefined) | 14% | 4% | 12% | -2.0% | 11% | i | 0.2 | -37% | 0.0% | 6.5%
Cc1nc2nc(SCC(N)=O)[nH]c2cc1Br | -17% | 4% | 11% | 3.4% | -10% | i | 0.3 | -6% | -0.1% | 0.1%

Bioassay records from PubChem.
